Runt-SMMHC FRET – inhibitors of RUNX1 Runt–CBFb-SMMHC binding, primary screen, biochemical, FRET, Cerulean-Runt, Venus-CBFb-SMMHC, uHTS; AID 1434, 2008; hit rate 0.74% among 220,000; Cerulean-Runt/Venus-CBFb-SMMHC FRET ratio 530/480, 1 h; inhibition, % at 20 µM;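 active = mean inhibition across duplicate retests at 20 µM reaching about 50%, limit read from the data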;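 note: 0% = DMSO wells and 100% = wells with excess untagged CBFb-SMMHC; inhibitors lower the FRET ratio by blocking Runt binding to CBFb-SMMHC; some results filed as inactive read as strong as hits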
Target sequence (Q01196 whole entry, looked up): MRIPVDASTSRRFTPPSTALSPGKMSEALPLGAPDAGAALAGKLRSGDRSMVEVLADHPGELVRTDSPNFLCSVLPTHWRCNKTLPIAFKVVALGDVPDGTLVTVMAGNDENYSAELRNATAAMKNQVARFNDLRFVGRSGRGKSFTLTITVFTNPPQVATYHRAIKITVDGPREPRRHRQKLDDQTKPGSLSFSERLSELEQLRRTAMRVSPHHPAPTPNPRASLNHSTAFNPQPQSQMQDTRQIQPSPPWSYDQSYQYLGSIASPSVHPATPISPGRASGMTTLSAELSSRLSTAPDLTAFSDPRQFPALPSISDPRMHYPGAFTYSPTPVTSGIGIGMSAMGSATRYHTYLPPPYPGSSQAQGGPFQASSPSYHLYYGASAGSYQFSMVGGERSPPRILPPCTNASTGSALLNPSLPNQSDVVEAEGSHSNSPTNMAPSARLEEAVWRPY
Target sequence (Q13951 whole entry, looked up): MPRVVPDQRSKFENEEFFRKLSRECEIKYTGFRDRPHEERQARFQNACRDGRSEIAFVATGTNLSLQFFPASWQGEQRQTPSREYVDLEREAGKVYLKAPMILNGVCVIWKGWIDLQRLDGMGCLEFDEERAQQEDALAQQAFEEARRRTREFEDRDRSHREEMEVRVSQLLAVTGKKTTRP
TNF necrop inh – inhibitors of TNF-alpha triggered necroptosis, primary screen, cell-based, Jurkat FADD-/-, single concentration. Jurkat FADD-/- TNF necroptosis rescue, ATP luminescence, 24 h; 0 = TNF only, 100 = no-TNF cells. activation (protection from cell death), % at 10 µM. hit rate 0.068% among 220,000;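 active = activation, meaning protection from cell death, of at least 50% relative to plate controls; inactive = activation below 50%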;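 note: necroptosis triggered by 40 ng/mL TNF-alpha added together with compound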
CHOP inh – inhibitors of CHOP promoter induction, primary screen, cell-based, unfolded protein response, luciferase reporter | CHO-K1 CHOP-promoter luciferase, tunicamycin-induced, 15-18 h | hit rate 3.8% among 220,000 | AID 2732, 2010 | inhibition, % at 10 µM;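 active = compounds that reduced the stress-induced luciferase reporter signal by more than about 70% of percent inhibition, limit read from the data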;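 note: 0% = tunicamycin plus vehicle and 100% = wells without tunicamycin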
TRPN1 ag – zebrafish TRPN1 channel agonists, primary screen, cell-based, HEK293, calcium fluorescence; AID 1424, 2008; transient receptor potential cation channel N1 (TRPN1/NompC), Danio rerio; HEK293 zebrafish TRPN1-YFP, Fluo-8 calcium fluorescence; 100% = response to 87 µM carbachol; activation, % at 3 µM; hit rate 0.18% among 220,000;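 active = activation above its plate's cutoff, the mean activation of test wells on that plate plus 3 SD, cut at about 19% in these data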;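 note: 0% = DMSO alone and 100% = 87 µM carbachol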
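Material: zebrafish TRPN1-YFP in HEK293 cells. Doses: one dose of 3 µM, 0.3% DMSO. Incubation: dye 1 h 37 °C plus 30 min RT. Measured by: intracellular calcium fluorescence with Fluo-8.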
MDM2 E3 inh – MDM2-luciferase reporter signal enhancers, primary screen, MDM2 E3 ligase inhibitor project, cell-based, luminescence, 1536-well. E3 ubiquitin-protein ligase Mdm2 (Homo sapiens), Q00987. cell-based MDM2 ubiquitination luciferase reporter, 2 h; 0 = plate control, 100 = twice control, blank-subtracted. signal enhancement, % at 5 µM. hit rate 0.11% among 210,000. AID 1230, 2008;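 active = signal enhancement of 30% or more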;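 note: luminescence tracks abundance of the self-degrading MDM2-luciferase fusion protein; higher signal means inhibition of MDM2 E3 ligase activity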
Target sequence (Q00987 whole entry, looked up, the tested form may be a part): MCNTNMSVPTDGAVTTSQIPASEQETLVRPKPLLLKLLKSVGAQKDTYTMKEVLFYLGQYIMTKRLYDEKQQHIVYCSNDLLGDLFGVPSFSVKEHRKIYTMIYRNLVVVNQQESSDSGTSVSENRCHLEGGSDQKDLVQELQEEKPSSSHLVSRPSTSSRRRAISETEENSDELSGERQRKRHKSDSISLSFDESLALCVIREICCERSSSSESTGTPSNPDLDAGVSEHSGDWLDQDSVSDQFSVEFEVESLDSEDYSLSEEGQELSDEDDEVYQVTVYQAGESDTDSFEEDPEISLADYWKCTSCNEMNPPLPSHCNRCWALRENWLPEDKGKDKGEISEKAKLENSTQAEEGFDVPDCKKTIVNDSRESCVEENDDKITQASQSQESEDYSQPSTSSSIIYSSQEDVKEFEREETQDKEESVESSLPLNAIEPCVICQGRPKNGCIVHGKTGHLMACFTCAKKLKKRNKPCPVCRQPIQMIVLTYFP
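Test system: stable mammalian line carrying autodegrading MDM2–luciferase fusion reporter; quantity: 2000 cells in each well; times: 4 h cell settling then 2 h compound exposure, 37 °C; detection: luminescence with SteadyLite reagent, 15 min at room temperature; evaluation: percent signal gain over controls, blank-subtracted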
PPC-1+TRAIL kill – compounds killing PPC-1 cancer cells with TRAIL present, primary screen, TRAIL potentiator project, ATPLite luminescence, uHTS; cell killing (% activity), % at 4 µM; hit rate 0.41% among 220,000; PPC-1 cells + TRAIL, ATPLite viability luminescence;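 active = cell killing above 50% in the first pass at 4 µM, then a duplicate retest at 5 µM averaging 50% or more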;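 note: plate controls were cells with TRAIL plus DMSO for no effect and medium-only wells lacking cells for full effect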
TRPML3 ag – human TRPML3 channel agonists, primary screen, cell-based, HEK293 TRPML3-YFP, Fluo-8 calcium fluorescence, 3 µM. Mucolipin-3 (Homo sapiens), Q8TDD5. 100% = the carbachol control signal. activation, % at 3 µM. hit rate 0.29% among 220,000. AID 1448, 2008;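 active = activation above its plate's cutoff, the mean activation of the plate's test wells plus 3 SD, cut at about 12% in these data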;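 note: 0% = DMSO only wells and 100% = carbachol wells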
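Material: TRPML3-YFP stable HEK293 cells | Dosing: One concentration, 3 µM nominal, 0.3% DMSO | Timing: 125 s total fluorescence read per well | Technique: Fluo-8 calcium dye fluorescence, ex 470-495, em 515-575 nm | Measure: Percent activation from peak-to-basal fluorescence ratio, scaled between DMSO and carbachol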
NCF1 inh – p47phox/p22phox peptide binding inhibitors, primary screen, biochemical, uHTS, NADPH oxidase regulatory subunit; Neutrophil cytosol factor 1 (Homo sapiens), P14598; fluorescence polarization, 2 h; hit rate 0.53% among 220,000; inhibition, % at 24.7 µM;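 active = inhibition above about 30%, limit read from the data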;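 note: 0% = p47phox with labelled peptide and 100% = labelled peptide alone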
EBV gp42 inh – Epstein-Barr virus gp42 inhibitors, primary screen, biochemical, uHTS, fluorescence polarization; Glycoprotein 42 (Epstein-Barr virus (strain AG876)), Q1HVG2; Fluorescence polarization binding assay, mP read-out; inhibition, % (tested at 21.74 µM); hit rate 0.42% among 220,000; AID 1085, 2008; in the data active = inhibition above about 50%
* = called active by the depositor; · = no result given.

Below each compound: Runt-SMMHC FRET, EBV gp42 inh, NCF1 inh, MDM2 E3 inh, TRPN1 ag, PPC-1+TRAIL kill, TNF necrop inh, CHOP inh, TRPML3 ag
1: COCCn1c(SCc2nc3cc(OC)c(OC)cc3c(=O)[nH]2)nnc1-c1ccncc1
→ -1, -18, -10, -14, 1.1, -4, -2.1, -22, 0.9
2: Cc1cnc(Nc2nc3ccccc3o2)nc1C(=O)Nc1cccc(C(F)(F)F)c1
→ 0, -16, -1, -14, 0.9, -4, -3.3, 91*, 0.7
3: Cc1nn(C)c(C)c1S(=O)(=O)N1CCCC(C(=O)NCCc2ccc(Cl)cc2)C1 (centres undefined)
→ -1, 0, -13, -9, 1.2, 1, 1.6, 5, 0.1
4: O=C(COc1ccccc1)NCC(=O)N/N=C/c1ccc(O)cc1O
→ 2, -7, -9, ·, 1.2, 1, -8.7, 13, 0.2
5: CC(C(=O)Nc1ccccc1-c1ccccc1)N(C)Cc1nc2ccccc2c(=O)[nH]1 (centres undefined)
→ 3, -12, 2, -20, -0.7, -4, -6.6, 11, 0.1
6: CC(C)(C)c1ccc(NC(=O)CC2(C(F)(F)F)OCCO2)cc1
→ -2, -23, 0, -6, 1.3, 19, -1.0, 12, 0.1
7: COC(=O)Cn1cnc2c1c(=O)n(C)c(=O)n2C
→ 1, -9, -16, 13, -0.2, 2, 0.3, -6, 1.0
8: CCS(=O)(=O)Nc1ccc(-c2nnc(SCC(=O)c3cccc(OC)c3)o2)cc1
→ 0, -15, -12, -3, -1.2, 9, -1.0, 35, -0.2
9: Cc1ccc(S(=O)(=O)NNC(=O)c2ccc(O)cc2)cc1
→ 0, 12, 2, -58, 0.7, 10, 1.3, 12, 0.1
10: COCCNC(=O)C1(C)C=CC2(CCCCC2)N1C(=O)c1ccccc1 (centres undefined)
→ 2, -24, -6, ·, 1.1, 18, 2.3, 7, 0.8
11: CC1=C(C(=O)OCC(C)C)C2(O)C(=O)c3ccccc3C2(O)N1 (centres undefined)
→ 4, -12, -8, 4, 0.8, 21, -1.2, 22, 0.9
12: Cc1cccn2c(=O)c(C=O)c(N3CCSCC3)nc12
→ 0, -6, 5, 1, 0.0, -6, 0.3, 4, 0.5
13: COc1ccc(NS(=O)(=O)c2cc(NC(=O)c3ccc(C)s3)ccc2N2CCOCC2)cc1
→ -1, 4, -38, 2, 0.3, 16, 1.5, 13, 0.2
14: Clc1ccccc1C1SCC2Nc3ccccc3CN21 (centres undefined)
→ -2, 3, -7, -8, -1.6, 15, -1.9, 34, -1.6
15: COc1ccc(Cc2noc(CN(C)CC3CCN(Cc4ccccc4)CC3)n2)cc1OC
→ 5, -5, 0, 2, 1.7, 4, 2.2, -19, 1.0
16: CCCn1c(SCC(=O)Nc2c(C)cccc2CC)nnc1C(C)C
→ -4, -3, -22, -12, 0.5, 14, 0.1, 8, -0.5
17: CC1(C)Cc2c(C#N)c(N)sc(=S)c2CS1
→ -40, 45, 52*, -17, 0.2, 9, -2.3, 20, 0.8
18: CCn1c(SCC(=O)Nc2ccccc2N2CCCCC2)nc2c1c(=O)n(C)c(=O)n2C
→ 1, -6, 4, -8, -1.7, 7, -0.1, 41, 0.9
19: C[C@H](NC(=O)c1[nH]cnc1C(=O)Nc1ccc(CNC(=O)OC(C)(C)C)cc1)C(=O)OC(C)(C)C
→ 0, -3, -14, -5, ·, 31, -5.2, 98*, ·
20: Cc1ccn2cc(CCNC(=O)CC3CCCCC3)nc2c1
→ 67, -5, -2, -14, -1.2, -1, 2.5, 8, 0.7
21: Cc1ccc(C)c(S(=O)(=O)Nc2ccc(S(=O)(=O)Nc3onc(C)c3C)cc2)c1
→ -2, -5, -9, 4, 0.0, 7, -0.2, 9, 0.1
22: CCN(CC)C(=S)SCC(=O)Nc1nc(=O)c2ccccc2s1
→ 2, -14, -5, 2, 2.4, 4, 1.5, -12, 0.9
23: CCOc1ccc(NC(=O)CCNS(=O)(=O)c2ccc(Br)s2)cc1
→ -2, -9, -13, -2, -1.9, -4, 3.1, 47, -0.6
24: Cc1ccc(CN2CCSc3ccc(C(=O)NCc4cccnc4)cc32)cc1
→ -3, -5, -8, -9, -2.6, 15, -1.6, 32, -1.0
25: CCOc1ccc(CN(C)CC(=O)NNC(=O)c2ccc(Cl)cc2)cc1OC
→ 0, -2, -7, -7, 0.8, 5, 0.3, 6, 0.2
26: COC(=O)c1sccc1NC(=O)c1ccc(Cl)s1
→ -2, -9, -23, -5, 0.4, 5, -2.3, 44, 0.6
27: O=C(NCCNc1ccc([N+](=O)[O-])cc1C(F)(F)F)c1cccc(F)c1
→ 3, -15, -4, -14, 0.3, 22, 3.0, 38, 0.0
28: Cc1ccc(C)c(NS(=O)(=O)c2cc(C(=O)NCCC3=CCCCC3)ccc2C)c1
→ 55, -11, -1, -1, -0.4, 26, -4.1, 47, -0.6
29: CC(C)(C)C1CCC(=NNC(=O)CC(=O)NCc2ccccc2)CC1 (centres undefined)
→ -4, 1, -7, 1, 0.2, -6, 1.9, -8, 1.0
30: CNC(=O)CN(c1cccc(Br)c1)S(C)(=O)=O
→ -6, -13, -3, 16, -0.2, 4, -0.6, 10, -0.4

Part of the list above, as a markdown table:
| No. | SMILES | Runt-SMMHC FRET | EBV gp42 inh | NCF1 inh | MDM2 E3 inh | TRPN1 ag | PPC-1+TRAIL kill | TNF necrop inh | CHOP inh | TRPML3 ag |
| --- | --- | --- | --- | --- | --- | --- | --- | --- | --- | --- |
| 18 | CCn1c(SCC(=O)Nc2ccccc2N2CCCCC2)nc2c1c(=O)n(C)c(=O)n2C | 1 | -6 | 4 | -8 | -1.7 | 7 | -0.1 | 41 | 0.9 |
| 19 | C[C@H](NC(=O)c1[nH]cnc1C(=O)Nc1ccc(CNC(=O)OC(C)(C)C)cc1)C(=O)OC(C)(C)C | 0 | -3 | -14 | -5 | · | 31 | -5.2 | 98* | · |
| 20 | Cc1ccn2cc(CCNC(=O)CC3CCCCC3)nc2c1 | 67 | -5 | -2 | -14 | -1.2 | -1 | 2.5 | 8 | 0.7 |
| 21 | Cc1ccc(C)c(S(=O)(=O)Nc2ccc(S(=O)(=O)Nc3onc(C)c3C)cc2)c1 | -2 | -5 | -9 | 4 | 0.0 | 7 | -0.2 | 9 | 0.1 |
| 22 | CCN(CC)C(=S)SCC(=O)Nc1nc(=O)c2ccccc2s1 | 2 | -14 | -5 | 2 | 2.4 | 4 | 1.5 | -12 | 0.9 |
| 23 | CCOc1ccc(NC(=O)CCNS(=O)(=O)c2ccc(Br)s2)cc1 | -2 | -9 | -13 | -2 | -1.9 | -4 | 3.1 | 47 | -0.6 |

(more compounds)
Below each compound: Runt-SMMHC FRET, EBV gp42 inh, NCF1 inh, MDM2 E3 inh, TRPN1 ag, PPC-1+TRAIL kill, TNF necrop inh, CHOP inh, TRPML3 ag
31: CCOC(=O)/C(C#N)=C/c1ccc(OC(=O)c2ccco2)c(OCC)c1
→ -1, -3, -1, -6, -1.0, 0, 0.1, 20, -0.3
32: CC1CCN(S(=O)(=O)c2ccc(NC(=O)CN3CCCC(C)C3)cc2)CC1 (centres undefined)
→ -5, -20, -4, -11, 0.5, 3, 0.6, 60, 1.2
33: Cc1cccc(C)c1NC(=O)C1c2ccccc2Oc2ccccc21
→ 2, 0, 10, -14, -1.3, -7, 1.1, -1, -1.2
34: c1ccc(-n2ncc3c(NCCN4CCOCC4)ncnc32)cc1
→ -1, 3, 2, -15, 0.8, -8, -3.4, 14, 0.4
35: COc1ccc(/C(N)=N/OC(=O)c2ccc3c(c2)OCO3)cc1
→ 4, -12, -10, -3, 0.8, 20, 0.7, 28, 1.0
36: CN1C(=O)C(O)(CC(=O)/C=C/c2ccco2)c2cc(Br)ccc21 (centres undefined)
→ 6, -7, -5, 4, 0.6, 11, 1.2, -7, 0.8
37: O=C(CN1CCC(NC(=O)c2cccc(F)c2)CC1)NCc1ccccc1F
→ 9, 7, 2, -17, -0.8, 6, 1.3, -3, 0.3
38: Cn1nccc1NC(=O)Nc1cccc(Cl)c1
→ 1, -7, -9, -2, 3.9, -9, 4.4, -5, 1.3
39: Cc1cc(C(=O)COC(=O)c2ccncc2)c(C)n1Cc1ccco1
→ -4, -28, -10, -54, 5.3, 5, -1.1, 11, 2.9
40: CCOC(=O)c1sc(NS(=O)(=O)c2ccc(F)cc2)nc1C
→ 0, -16, -11, -12, -1.2, 8, -0.1, 1, -0.4
41: CN(C)c1ccc(N2C(=O)CSC2=S)cc1
→ 18, -11, -36, -19, 1.4, 8, -0.1, -15, 0.5
42: Cc1cc(C)nc(N2C(=O)CC(C(=O)O)NC2=NCCc2c[nH]c3ccccc23)n1 (centres undefined)
→ -1, -4, -15, -19, -0.3, -16, -2.0, 12, 0.3
43: CCC(CO)Nc1ncnc2c1cnn2-c1ccc(OC)cc1 (centres undefined)
→ 1, -31, -62, -17, 2.9, 20, -2.0, 24, 0.7
44: Nc1nc(N)c2sc3nc(C(F)(F)F)cc(C(F)(F)F)c3c2n1
→ -26, -2, -9, ·, 0.3, 20, -0.1, 13, 1.4
45: COc1ccc(N2C(=O)C(OC(C)=O)C2c2ccc(C)cc2)cc1 (centres undefined)
→ -1, -5, -2, -10, 1.5, 18, 1.1, 32, 0.4
46: Cc1c(C(=O)OCC(=O)N2c3ccccc3CC2C)oc2ccccc12 (centres undefined)
→ 1, 5, -10, -33, 0.6, ·, 2.4, 33, 0.3
47: CN(C)CCNC(=O)c1cc2sc3ccccc3c2s1
→ -1, -13, -7, -6, 1.7, -9, 10, -25, 2.4
48: O=C(/C=C/Nc1ccc([N+](=O)[O-])cc1Br)c1cccc2ccccc12
→ -158, 14, -26, 6, 1.1, 32, -0.5, -2, 0.7
49: Cc1ccc(S(=O)(=O)N2CCC(=O)N(CCOC(=O)Nc3ccc(F)cc3)CC2)cc1
→ -7, -20, -3, ·, 9.7, -4, 1.3, 8, 1.4

Among those listed so far, 2 contain a cyano group:
Below each compound: Runt-SMMHC FRET, EBV gp42 inh, NCF1 inh, MDM2 E3 inh, TRPN1 ag, PPC-1+TRAIL kill, TNF necrop inh, CHOP inh, TRPML3 ag
17: CC1(C)Cc2c(C#N)c(N)sc(=S)c2CS1
→ -40, 45, 52*, -17, 0.2, 9, -2.3, 20, 0.8
31: CCOC(=O)/C(C#N)=C/c1ccc(OC(=O)c2ccco2)c(OCC)c1
→ -1, -3, -1, -6, -1.0, 0, 0.1, 20, -0.3
